All columns: NCI-60 one-dose screen, growth in % after 48 h at 10 µM unless noted; 100 = growth as untreated, 0 = no growth, -100 = all killed.
ACHN: ACHN renal cancer; AID 1794771; 81,000 compounds, 4.9% hits
SN12C: SN12C renal cancer cells; 81,000 compounds, 3.8% hits; AID 1794767
786-0: 786-0 renal cancer cells | 81,000 compounds, 5.1% hits
A498: A498 renal cancer cells | 76,000 compounds, 5.4% hits | AID 1794774
TK-10: TK-10 renal cancer cells | 81,000 compounds, 3.9% hits
DU-145: DU-145 prostate cancer. 81,000 compounds, 4.2% hits. AID 1794760
CAKI-1: CAKI-1 renal cancer. 75,000 compounds, 4.7% hits. AID 1794772
RXF 393: RXF 393 renal cancer cells; 77,000 compounds, 6.9% hits
UO-31: UO-31 renal cancer | 81,000 compounds, 5.2% hits | AID 1794768
Active calls of the source: *; . = not tested or not shown; & = joins results of further samples. Rule for the calls: active = growth percent below 10; inactive = the rest.

#	SMILES	ACHN	SN12C	786-0	A498	TK-10	DU-145	CAKI-1	RXF 393	UO-31
1	Cc1cccc(-n2c(Cn3nc(C)cc3-c3ccc(Cl)cc3)nnc2SCC(=O)Nc2ccc(S(N)(=O)=O)cc2)c1	90	90	114	84	121	107	84	77	64
2	CCN(CC)CCCCCCCNc1c2ccc(Cl)cc2nc2ccc(OC)cc12	-39*	0.5*	-58*	-92*	.	-29*	.	-71*	-52*
3	Cc1ccc(NC(=O)C(Cl)Cl)cc1	100	99	104	81	94	.	103	119	83
4	Cc1nc2ccccc2c(C(=O)O)c1-c1ccccc1	109	96	101	97	102	112	96	112	100
5	COc1ccc(NC(=O)Cn2c(/C=C/c3cccc(OC)c3)nc3ccccc3c2=O)cc1	-61*	-24*	-71*	-43*	-43*	74	51	-32*	-74*
6	c1ccc2c(c1)ccc1cc3cc4oc5ccccc5c4nc3nc12	91	89	110	87	122	108	74	.	51
7	COc1ccc(/C=C/C(=O)c2ccc(Oc3ncnc4ccccc34)cc2)cc1OC	.	79	82	99	97	62	.	88	51
8	COc1ccc(NCc2cn(-c3ccc(C(=O)O)cc3)nc2-c2ccc(C(=O)O)cc2)c(OC)c1	98	97	100	91	117	110	77	94	79
9	O=Nc1c(O)ccc2ccccc12.O=Nc1c(O)ccc2ccccc12.O=Nc1c([O-])ccc2ccccc12.[Fe+3]	102	100	115	105	127	125	106	110	60
10	CN1CCCc2cc(/C=C3/SC(=S)N(CCc4ccc(O)cc4)C3=O)ccc21	87	77	88	74	114	86	59	95	52
11	COC(=O)[C@H](CC(C)C)NC(=O)c1cccc(-c2cc(=O)c3c(OC)c(OC)c(OC)cc3o2)c1	79	90	82	100	101	95	99	78	83
12	CCN(CC)CC(O)c1ccc2ccc3ccc(O)cc3c2c1 (stereo not given)	88	85	89	95	88	119	78	75	62
13	CCN(CC)c1ccc(/C=C\c2cc(C)c3cc(C)ccc3n2)cc1	39	45	3.0*	18	55	62	29	16	27
14	COc1ccc(SC2c3cc(OC)c(OC)cc3Oc3nc(N)c(C#N)c(N)c32)cc1 (stereo not given)	-96*	-91*	-83*	-14*	-50*	-83*	.	-79*	-100*
15	CCc1nc(C#N)c(N2CCC(c3nc(-c4ccc(F)cc4)no3)CC2)o1	100	96	97	97	110	106	82	.	80

#	SMILES	ACHN	SN12C	786-0	A498	TK-10	DU-145	CAKI-1	RXF 393	UO-31
16	C[Si](C)(CCl)O[Si](C)(C)CCl	109	93	104	100	102	126	115	127	105
17	N=C(N)c1ccc(-c2ccc(-c3cccs3)s2)s1	66	-75*	-89*	-33*	-51*	-92*	-49*	-92*	-77*
18	Cc1ccc2nc(NC(=O)CSc3nc(-c4ccccc4)c(C#N)c(N4CCOCC4)n3)sc2c1	89	87	79	54	88	97	75	64	51
19	CN(Cc1ccccc1)CC(O)CN(C)Cc1ccccc1	99	89	118	106	105	111	89	104	83
20	CN1CCN(c2ccc3nc(-c4ccc5nc(-c6ccc(OCCC(C)(C)C)cc6)[nH]c5c4)[nH]c3c2)CC1	64	75	-60*	89	90	-81*	65	-72*	85
21	CCOC(=O)N1CCN(c2nncc3ccccc23)CC1	115	110	106	105	110	104	96	102	91
22	CC1(C)CC[C@]23CC[C@]4(C)[C@H](CC[C@@H]5[C@@]6(C)CC(=O)CC(C)(C)[C@@H]6CC[C@]54C)[C@H]2[C@H]1OC3	93	89	102	114	106	109	76	99	69
23	COc1ccc(C2=NN3C(C2)c2cc(Br)ccc2OC3c2ccncc2)cc1 (stereo not given)	81	83	93	96	99	96	45	95	45
24	O=C1Nc2ccc(F)cc2/C1=C/c1ccc(OCC(=O)c2ccccc2)cc1	91	98	101	93	152	97	72	101	68
25	Cc1ccc2c(c1)=C(c1sc(=Nc3ccccc3)n(Cc3nc4ccccc4[nH]3)c1O)C(=O)N=2	69	90	106	122	137	76	90	86	79
26	N#CC1C2C=CC(CC2)C1C#N (stereo not given)	102	96	95	74	103	101	.	117	94
27	COc1cc2c(cc1OCCCCCCN1CCN(c3ncnc4ccccc34)CC1)N=CC1CCCN1C2=O (stereo not given)	0.5*	-10*	-10*	.	1.3*	4.7*	-20*	.	.
28	Cc1cc(=O)oc2cc(OCCCOc3ccc(/C=C/C(=O)Nc4ccccc4N)cc3)ccc12	35	.	26	11	50	33	30	49	-23*
29	CCOC(=O)c1sc(SSc2nc(C)c(C(=O)OCC)s2)nc1C	101	92	109	121	104	106	105	115	96
30	COc1ccc(OCCCC(=O)Nc2nnc(C3CC3)s2)cc1	104	97	99	97	119	112	104	40	74

#	SMILES	ACHN	SN12C	786-0	A498	TK-10	DU-145	CAKI-1	RXF 393	UO-31
31	COc1ccc(NNS(=O)(=O)O)cc1	97	90	103	69	103	111	98	95	90
32	BrC1=C(Br)CCCC1	98	99	99	107	94	107	92	109	75
33	Cc1ccc(-c2nnc(CSc3nc(-c4c(Cl)cccc4Cl)c(C#N)c(=O)[nH]3)o2)cc1	95	96	98	112	65	106	99	118	76
34	O=C1c2ccc3c4c(ccc(c24)C(=O)N1CCCN=C=S)C(=O)N(CCCN=C=S)C3=O	107	98	94	108	.	112	107	101	77
35	Cc1ccc(C2CC(c3cccc(Nc4ccncc4)c3)=NN2c2cc(Cl)cc(Cl)c2)cc1 (stereo not given)	-62*	52	51	78	73	31	-39*	.	52
36	C/C(=N/NC(=S)NC1CCCCC1)c1sc(Nc2ccc(C)cc2)nc1C	71	81	88	78	101	92	77	38	79
37	C[C@H]1[C@H](OC(=O)CCC(=O)O)O[C@@H]2O[C@]3(C)CC[C@H]4[C@H](C)CC[C@@H]1[C@@]24OO3	27	33	33	81	47	83	17	56	9.6*
38	CCOc1cc2c(cc1OCC)C(c1cc(OC)c(O)cc1Cl)NCC2 (stereo not given)	95	97	84	94	88	110	115	85	70
39	CN(C)CCN1CCN(c2ncccc2C2Nc3ccccc3-n3cccc32)CC1 (stereo not given)	105	101	92	87	103	110	85	101	78
40	Clc1cccc(Nc2ncnc3onc(-c4ccccc4)c23)c1	55	92	89	18	69	72	55	103	56
41	COc1cc(-c2cc(=O)c3c(CC(=O)O)cc(O)cc3o2)cc(OC)c1OC	103	97	92	100	100	105	97	112	94
42	O=c1cc(O)cc2n1CCC2	109	102	96	101	96	109	96	114	102
43	COc1cc2c(cc1OC)CC(C)N=C2 (stereo not given)	102	101	102	109	104	117	94	113	82
44	N#C/C(=C\c1ccc(Cl)cc1Cl)C(N)=O	101	98	101	.	102	114	91	102	94
45	O=C(COc1ccc2c(c1)OCO2)N1CCN(c2cccc(Cl)c2)CC1	110	107	102	93	103	105	98	114	83

The final four compounds of the part above lead into the next.
#	SMILES	ACHN	SN12C	786-0	A498	TK-10	DU-145	CAKI-1	RXF 393	UO-31
42	O=c1cc(O)cc2n1CCC2	109	102	96	101	96	109	96	114	102
43	COc1cc2c(cc1OC)CC(C)N=C2 (stereo not given)	102	101	102	109	104	117	94	113	82
44	N#C/C(=C\c1ccc(Cl)cc1Cl)C(N)=O	101	98	101	.	102	114	91	102	94
45	O=C(COc1ccc2c(c1)OCO2)N1CCN(c2cccc(Cl)c2)CC1	110	107	102	93	103	105	98	114	83
46	O=C(Cn1cc(-c2ccccc2)nn1)Nc1nc(-c2ccc(Cl)cc2)cs1	112	96	89	81	76	108	107	135	91
47	CC(=O)Oc1ccc(C(c2ccc(OC(C)=O)cc2)c2ccccn2)cc1	81&82	31&29	101	91	86&77	106&97	117&100	16&72	89&74
48	COC(=O)CC(CNC(=O)Nc1ccc(Cl)cc1Cl)C(=O)OC (stereo not given)	108	105	87	101	99	112	96	105	90
49	CC(=O)c1sc(-c2cccc(C)c2)cc1N	110	97	90	75	88	110	94	101	87
50	Cc1cccc(Cl)c1NC(=O)CN1CCOCC1	.	117	86	123	81	98	.	109	87
51	CC(Oc1ccc(C(=O)NS(=O)(=O)C(C)(C)C)cc1C(F)(F)F)c1ccc(Oc2cccnc2)cn1 (stereo not given)	104	100	98	.	82	116	93	103	83
52	O=c1oc(-c2csc(-c3cccs3)n2)cc2ccccc12	106	91	102	99	139	105	93	110	77
53	O=C1OCC2=C1C(c1cccc(F)c1)c1cc3c(cc1N2CCO)OCCO3 (stereo not given)	24	31	26	13	58	14	32	4.4*	42
54	O=C1c2ccccc2C(Cl)(c2ccc(Cl)cc2)c2ccc(Cl)cc21 (stereo not given)	72	92	100	126	99	118	82	93	93
55	COc1ccc(-c2cc(-c3cc(Cl)cc(Cl)c3Cl)[nH]n2)cc1	90	91	100	101	127	85	90	.	85
56	NC(=O)c1c(N)n[nH]c1CC(=O)O	102	112	97	85	121	102	98	110	82
57	O=C(CSc1nnc(-c2ccc(Cl)cc2)n1-c1ccccc1)Nc1ccc(C(=O)/C=C/c2ccc(Cl)cc2)cc1	109	92	98	84	97	103	.	100	69
58	O=C(c1ccc(Cl)cc1)N1CCN(c2ccnc3cc(Cl)ccc23)CC1	86	91	93	56	108	112	86	78	58
59	C#C[C@]1(O)CC[C@H]2[C@@H]3CC=C4c5sc(Nc6cc(OC)ccc6OC)nc5CC[C@]4(C)[C@H]3CC[C@@]21C	37	49	-2.8*	-28*	85	44	28	-57*	13
60	FC(F)(F)c1ccc(-c2ccc(C3CC3)o2)cc1	97	93	100	.	113	116	96	99	81

One compound at a time (already shown). Order of screens: ACHN	SN12C	786-0	A498	TK-10	DU-145	CAKI-1	RXF 393	UO-31
CC(=O)Oc1ccc(C(c2ccc(OC(C)=O)cc2)c2ccccn2)cc1 across the screens: 81&82	31&29	101	91	86&77	106&97	117&100	16&72	89&74
CC(=O)c1sc(-c2cccc(C)c2)cc1N across the screens: 110	97	90	75	88	110	94	101	87
COC(=O)CC(CNC(=O)Nc1ccc(Cl)cc1Cl)C(=O)OC (stereo not given) across the screens: 108	105	87	101	99	112	96	105	90

Next part:
#	SMILES	ACHN	SN12C	786-0	A498	TK-10	DU-145	CAKI-1	RXF 393	UO-31
61	CN([N-]C(=O)CC(=O)[N-]N(C)C(=S)c1ccccc1)C(=S)c1ccccc1.[Cu+2]	-51*	-98*	-72*	-94*	-99*	-74*	-95*	-92*	-98*
62	COC1=CC2C(O)c3ccccc3N3C(=O)CCC23C=C1OC (stereo not given)	93	98	105	97	108	107	.	110	81
63	CCOc1ccc(C(=O)N2CCN(c3nc(-c4ccccc4)cc(=O)n3C)CC2)cc1	86	93	86	74	94	107	97	96	69
64	CCCCn1c(=O)c(C2CNC(=O)c3ccccc3N2)cc2ccccc21 (stereo not given)	98	86	92	89	109	108	86	111	93
65	Cc1ccc(Nc2c(O)nc[nH]c2=O)cc1	101	.	103	97	112	120	117	111	85
66	Cc1ccc(-c2cc(/C=N\O)no2)cc1C	113	105	99	79	112	105	99	111	91
67	CC(=O)N1CCCCCC1=O	111	108	111	107	117	115	104	115	87
68	N#CCCCOc1ccc(Cl)cc1Cl	109	106	100	116	105	110	96	125	76
69	COc1cc(-c2nnc(SC/C(=N\O)c3ccc(Cl)cc3)o2)cc(OC)c1OC	96	93	95	101	98	104	101	122	98
